GRP78 ERSR act – qHTS for Inducers of the Endoplasmic Reticulum Stress Response (ERSR) in Human Glioma: qHTS | 0.02% of 420,000 active | U87-MG GRP78 promoter luciferase reporter, 16 h | Potency, µM, without a hit: at the highest dose activation, usual class: activators; note: potency is the fitted concentration of half-maximal effect; series mostly up to about 76 µM; % of control where 0% means no effect; nearly all actives have a fitted effect of over 35% in size
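Stably transfected U87-MG human glioma cells carrying a GRP78-based luminescent sensor were seeded at 1000 cells/well, pin-dosed with compounds and incubated 16 h. Luciferase reagent was then added, and end-point luminescence was read after 10 min at room temperature.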
IDH1 R132H inh – qHTS for Inhibitors of mutant isocitrate dehydrogenase 1 (IDH1): qHTS; Isocitrate dehydrogenase [NADP] cytoplasmic (Homo sapiens), O75874; IDH1-R132H enzyme, NADPH consumption, diaphorase/resazurin fluorescence; Potency, µM (highest dose often 76.6 µM), for the others: at the highest dose activity change, negative = inhibition, hits mostly inhibitors; 0.093% of 390,000 active; AID 602179, 2012; note: potency is the fitted concentration of half-maximal effect; % is set by controls: 0 for no effect and ±100 for the full control effect; nearly all actives have a fitted effect of over 65% in size
Target sequence (O75874 whole entry R132H, stated change not applied): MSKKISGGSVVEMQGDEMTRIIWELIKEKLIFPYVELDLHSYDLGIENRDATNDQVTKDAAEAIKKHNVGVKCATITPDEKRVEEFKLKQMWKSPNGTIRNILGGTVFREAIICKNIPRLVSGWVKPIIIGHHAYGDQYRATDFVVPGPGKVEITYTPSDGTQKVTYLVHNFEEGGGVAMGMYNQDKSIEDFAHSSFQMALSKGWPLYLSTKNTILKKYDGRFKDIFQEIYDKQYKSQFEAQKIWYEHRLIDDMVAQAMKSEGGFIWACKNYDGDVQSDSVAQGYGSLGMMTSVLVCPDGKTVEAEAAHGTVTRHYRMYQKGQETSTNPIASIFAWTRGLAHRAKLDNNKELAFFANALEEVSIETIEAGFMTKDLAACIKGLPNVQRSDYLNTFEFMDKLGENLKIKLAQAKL
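IDH1-R132H (0.5 ug/mL) preincubated 30 min with compound, then NADPH (0.016 mM) and alpha-KG (2 mM) added; 80 min at RT, pH 7.5. Remaining NADPH coupled via diaphorase/resazurin to fluorescence (540/590 nm); concentration-response curves normalized to no-enzyme control.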
LDHA block – qHTS assay for inhibitors of human lactate dehydrogenase. L-lactate dehydrogenase A chain (Homo sapiens), P00338. activity change, % (values are at about 110 or 230 µM). purified LDHA, NADH/diaphorase-resazurin fluorescence; active compounds read low. 0.15% of 480,000 active. AID 1347041, 2019; in the data active = activity change below about -30%; inconclusive = mostly about -25% to -30%;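 note: plate controls were DMSO wells for no effect and wells without enzyme for full effect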
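Remaining NADH was detected by diaphorase (0.133 mg/mL) converting 37 µM resazurin to fluorescent resorufin, read at 0 and 20 minutes. The preceding 5-minute room-temperature reaction used 2 nM LDHA, 0.2 mM sodium pyruvate and 0.06 mM NADH at pH 7.4.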
Vif-A3F inh – qHTS for Inhibitors of Vif-A3F Interactions: qHTS | HeLa A3F-eYFP + Vif (tagged APOBEC3F with the HIV-1 protein that degrades it), YFP fluorescence increase | Potency, µM (top dose mostly 46.1 µM), inactives show at the top dose activity, negative = active | 0.2% of 390,000 active | AID 602313, 2012; note: potency is the fitted concentration of half-maximal effect; % of control where 0% means no effect; nearly all actives have a fitted effect of over 65% in size
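Fluorescence increase (Ex 488/Em 500-530) after overnight compound treatment at 37 deg C flags inhibition of Vif-driven A3F-eYFP loss in stable HeLa A3F-eYFP/Vif cells seeded overnight beforehand.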
USP1 inh – Inhibitors of USP1/UAF1: Primary Screen | Ubiquitin carboxyl-terminal hydrolase 1 (Homo sapiens), O94782 | recombinant USP1/UAF1, Ub-Rhodamine cleavage fluorescence | Potency, µM (highest dose often 57.1 µM), for the others: at the highest dose activity change, negative = inhibition, usual class: inhibitors | 0.23% of 390,000 active | AID 743255, 2014; note: potency is the fitted concentration of half-maximal effect; % is set by controls: 0 for no effect and ±100 for the full control effect; nearly all actives have a fitted effect of over 60% in size; inactives centre near -12
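High-throughput fluorogenic screen: 1nM USP1/UAF1 complex, Ub-Rho substrate 150nM final, 50mM HEPES pH 7.8 with 0.5mM EDTA, 0.1 mg/ml BSA, 1mM TCEP and 0.01% Tween-20.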
TrxR1 substrate – qHTS Assay for Substrates of Mammalian Selenoprotein Thioredoxin Reductase 1 (TrxR1): qHTS; Thioredoxin reductase 1, cytoplasmic (Rattus norvegicus), O89049; purified TrxR1 substrate turnover, NADPH consumption readout; Potency, µM (top dose mostly 114 µM), for the others: top-dose activity change, negative = substrate turnover; 0.01% of 390,000 active; note: potency is the fitted concentration of half-maximal effect; % is set by controls: 0 for no effect and ±100 for the full control effect; nearly all actives have a fitted effect of over 50% in size
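Rat TrxR1, dispensed at 90 nM, was prereduced with 400 uM NADPH (final) for 5 min at ~22 deg C, then incubated with compound 15 min before 400 uM selenite. A first-read NADPH fluorescence drop versus no-compound background flagged substrates.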
PI4K2A block – qHTS for small molecular inhibitors of PI4K2A; Phosphatidylinositol 4-kinase type 2-alpha (Homo sapiens), Q9BTU6; purified PI4K2A, ADP-Glo luminescence, 1 h; active compounds read low; activity change, negative = inhibition, % at 76.9 µM; 0.13% of 420,000 active; AID 1346378, 2018; in the data active = activity change below about -50%; inconclusive = mostly about -30% to -49%;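 note: -100% = wells without enzyme as full effect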
Target sequence (Q9BTU6 whole entry, looked up): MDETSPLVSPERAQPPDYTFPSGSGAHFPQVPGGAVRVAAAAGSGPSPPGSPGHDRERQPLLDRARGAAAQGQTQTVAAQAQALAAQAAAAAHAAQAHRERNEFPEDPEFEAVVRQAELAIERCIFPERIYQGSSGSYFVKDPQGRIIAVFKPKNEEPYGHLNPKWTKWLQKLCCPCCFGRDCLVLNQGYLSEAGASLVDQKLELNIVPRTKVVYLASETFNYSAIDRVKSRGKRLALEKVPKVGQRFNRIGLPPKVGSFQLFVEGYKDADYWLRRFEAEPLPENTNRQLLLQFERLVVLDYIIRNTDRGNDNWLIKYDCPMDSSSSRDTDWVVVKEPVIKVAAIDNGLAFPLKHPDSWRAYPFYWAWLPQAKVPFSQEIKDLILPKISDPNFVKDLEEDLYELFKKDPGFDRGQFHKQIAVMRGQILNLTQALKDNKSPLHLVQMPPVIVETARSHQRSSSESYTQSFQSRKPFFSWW
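ADP-Glo luminescence measured ADP generated by PI4K2A enzyme (4 ug/mL before mixing) with 1.2 mM PI substrate (pre-mix) and 300 microM ATP (pre-mix). Tris pH7.5 buffer with MgCl2, Triton X-100; 1 h reaction at ambient temperature.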
RXFP1 ag – qHTS Assay for Agonists of the Relaxin Receptor RXFP1; Relaxin receptor 1 (Homo sapiens), Q9HBX9; HEK293T-RXFP1 cAMP TR-FRET, 30 min; response scale: percent of porcine relaxin response, buffer zero; Potency, µM (titrated, usually from 57.5 µM), for inactives: at the highest dose activation, hits mostly activators; 0.3% of 370,000 active; note: potency is the fitted concentration of half-maximal effect; % is set by controls: 0 for no effect and ±100 for the full control effect; nearly all actives have a fitted effect of over 60% in size; many of its hits are not listed in these tables
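HEK293T cells stably expressing RXFP1 were pretreated with the PDE4 inhibitor Ro 20174, exposed to compounds for 30 min at 37C, lysed, and cAMP was read by TR-FRET. Data normalized to buffer (basal) and 29 nM porcine relaxin (100%).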
Vif-APOBEC3G blk – qHTS for Inhibitors of Vif-A3G Interactions: qHTS; DNA dC->dU-editing enzyme APOBEC-3G (Homo sapiens), Q9HC16; Potency, µM (series often up to 46.1 µM), for inactives: at the highest dose activity, negative = active, most hits filed as inhibitors; 0.076% of 410,000 active; HeLa A3G-eYFP + Vif (tagged APOBEC3G with the HIV-1 protein that degrades it), YFP fluorescence, overnight;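 note: potency is the fitted concentration of half-maximal effect; % is set by controls: 0 for no effect and ±100 for the full control effect; nearly all actives have a fitted effect of over 60% in size; hits raise eYFP signal because A3G escapes Vif-driven loss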
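Read-out is eYFP fluorescence (Ex 488/Em 500-530) from Vif-expressing HeLa A3G-eYFP cells; more signal means A3G escaped Vif-mediated degradation. Cells plated overnight, compound pinned in, incubated overnight at 37 deg C.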
Numbers without * were called inactive; ? = inconclusive; . = not tested or not shown; & = joins results of further samples; [ ] = another dose, or the depositor's remark. Unless noted, calls come from the whole dose curve; as a rule, active = well fitted curve in the direction sought with a large enough effect; inconclusive = small, poorly fitted or top-dose-only effect, or another doubt; inactive = no such curve, though single readings can be large; an effect the other way counts as inactive or inconclusive.

SMILES	GRP78 ERSR act	IDH1 R132H inh	LDHA block	Vif-A3F inh	USP1 inh	TrxR1 substrate	PI4K2A block	RXFP1 ag	Vif-APOBEC3G blk
Cc1ccc2c(c1C)C(=O)C(=O)N2	-4%	2%	-15	-1%	-7%	-6%	0	.	0%
CC1Cc2ccccc2N1S(=O)(=O)c1cccc(C(=O)NCCCn2ccnc2)c1 (stereo not drawn)	0%	0%	-5	-5%	-20%	2%	4	2.2%	1%
CC1(Oc2ccc(Cl)cc2)CCN(Cc2ccc(OC(F)(F)F)cc2)C1 (stereo not drawn)	-6%	.	-5	.	.	.	-1	.	-6%
CCn1cc(C(=O)NCc2ccco2)c(=O)c2cc(S(=O)(=O)N3CCCCCC3)ccc21	-1%	-23%	-1	2%	-24%	-5%	0	0.6%	1%
Cn1nnnc1Sc1ncnc2scc(-c3ccc([N+](=O)[O-])cc3)c12	-13%	.	-7&-8	1%	.	4%	-6	-1.0%	?
COC(=O)c1ccccc1NC(=O)CN1C(=O)c2ccccc2S1(=O)=O	-4%	4%	1	-2%	-1%	8%	-3	-0.9%	0%
COc1cc2c(=O)n(CCCC(=O)NCC3CCCO3)c(=O)n(CC(=O)c3ccc(F)cc3)c2cc1OC (stereo not drawn)	-4%	0%	1	2%	-19%	3%	1	-2.1%	-1%
Cc1cnc(C(=O)N2CCN(S(=O)(=O)c3cccc(Br)c3)CC2)cn1	-4%	-6%	1	-1%	-7%	3%	0	.	0%
O=C(COC(=O)CNC(=O)C1CCCCC1)Nc1ccccc1	-2%	-3%	-6	0%	-6%	4%	7	.	0%
Cc1[nH]c2ccccc2c1C(=O)CN(C)c1ccccc1	-4%	.	5	.	.	2%	.	.	2%

Exported with values under each structure: five of the compounds above.
Second line of a record: GRP78 ERSR act	IDH1 R132H inh	LDHA block	Vif-A3F inh	USP1 inh	TrxR1 substrate	PI4K2A block	RXFP1 ag	Vif-APOBEC3G blk
Cc1ccc2c(c1C)C(=O)C(=O)N2
 : -4%	2%	-15	-1%	-7%	-6%	0	.	0%
CC1(Oc2ccc(Cl)cc2)CCN(Cc2ccc(OC(F)(F)F)cc2)C1 (stereo not drawn)
 : -6%	.	-5	.	.	.	-1	.	-6%
Cc1[nH]c2ccccc2c1C(=O)CN(C)c1ccccc1
 : -4%	.	5	.	.	2%	.	.	2%
COc1cc2c(=O)n(CCCC(=O)NCC3CCCO3)c(=O)n(CC(=O)c3ccc(F)cc3)c2cc1OC (stereo not drawn)
 : -4%	0%	1	2%	-19%	3%	1	-2.1%	-1%
COC(=O)c1ccccc1NC(=O)CN1C(=O)c2ccccc2S1(=O)=O
 : -4%	4%	1	-2%	-1%	8%	-3	-0.9%	0%

Next part
SMILES	GRP78 ERSR act	IDH1 R132H inh	LDHA block	Vif-A3F inh	USP1 inh	TrxR1 substrate	PI4K2A block	RXFP1 ag	Vif-APOBEC3G blk
CSc1ccc(CN2CCCC(CNC(=O)c3ccc(F)cc3)C2)cc1 (stereo not drawn)	-11%	-3%	-10	-2%	-7%	6%	-3	-4.2%	3%
CCOc1cc(N2CCOCC2)c(OCC)cc1NC(=O)COC(=O)COc1cc(C)cc(C)c1	-3%	8%	-1	-1%	-14%	7%[57.1 µM]	4	0.3%	-2%
Cc1ccc(CNC(=O)C2CC(c3cccc([N+](=O)[O-])c3)=NO2)cc1 (stereo not drawn)	-5%	9%	-8	-1%	-14%	-3%	-1	-1.3%	1%
CCN1CCN(c2oc(COc3ccc(-c4ccccc4)cc3)nc2C#N)CC1	-3%	0%	2&0	5%	-9%	13%[57.1 µM]	-5	0.2%	4%
Cc1ccccc1N1CCN(CCN2C(=O)CC(=C3c4ccccc4-c4ccccc43)C2=O)CC1	-2%	2%	1	10%	-13%	-6%	2	.	1%
Cc1ccc(-c2noc(-c3ccc(N4CCCC4)c([N+](=O)[O-])c3)n2)cc1	-8%	13%	-4	4%	2%	-13%	2	-4.5%	-1%
S=C(Nc1ccccc1Cl)N(CCCN1CCOCC1)Cc1ccco1	-3%	2%	0	-6%	-18%	0%	2	0.3%	0%
CCCS(=O)(=O)N1CCCC(C(=O)NC2CCCCC2)C1 (stereo not drawn)	-1%	8%	-9	-4%	-12%	2%	-14	0.2%	5%
Cc1ccccc1N1CCN(Cc2ccc([N+](=O)[O-])o2)CC1	-2%	-3%	-3	-3%	-12%	-1%	-14	3.9%	0%
O=[N+]([O-])c1ccc(C2=Nn3c(Cn4nnc5ccccc54)nnc3SC2)cc1	-3%	5%	-3	1%	-6%	-7%	3	25%	-6%
COCCn1c(=S)[nH]c2cc(C(=O)NCCCN3CCOCC3)ccc2c1=O	0%	11%	6	-2%	-6%	-3%	5	-1.0%	0%
Cn1c(N2CCC(C(N)=O)CC2)nc2c1c(=O)n(Cc1ccc(Br)cc1)c(=O)n2C	1%	0%	-10	-5%	-4%	0%	-3	.	-7%
N#Cc1ccccc1NC(=O)c1cc(=O)c2ccccc2o1	6%	7%	-7	-16%	-4%	-1%[57.1 µM]	1	3.0%	1%
COc1ccc(CCNC(=O)c2c(C)nn(-c3ccccc3)c2Cl)cc1OC	-4%	0%	-1	-6%	-16%	1%[57.1 µM]	0	0.8%	-1%
COCCCNC(=S)N/N=C/c1ccc(O)cc1O	7%	14%	3	-1%	0%	3%[57.1 µM]	-3	-1.4%	-1%
COc1ccc(Br)cc1[C@H]1[C@H]2C=CC[C@@H](C)[C@@H]2C(=O)N1Cc1ccccc1	-2%	19%	-5	?	-21%	10%[57.1 µM]	12	3.5%	2%
CCOc1ccc(-n2c(SCC(=O)NC(C)CC)nc3n[nH]c(C)c3c2=N)cc1 (stereo not drawn)	-5%	-1%	-6	-4%	-9%	10%[57.1 µM]	-13	?	-5%
Cc1ccc(OCC(=O)N2CCN(C(=O)Cc3ccccc3)CC2)cc1	-3%	3%	-9	-8%	1%	-9%	-6	1.0%	4%
COc1ccc(NC(=O)O/N=C/c2c(C)nn(C(C)(C)C)c2C)cc1	-9%	21%	2	2%	-21%	0%	-2	2.1%	-5%
Cc1ccc(S(=O)(=O)NNC(=O)c2ccc(O)cc2)cc1	-1%	5%	7	6%	-8%	0%	0	3.0%	1%
CCC(Oc1ccccc1)C(=O)Nc1ccc(-c2nnc(-c3ccco3)o2)cc1 (stereo not drawn)	-4%	4%	1	1%	-27%	44%[activator]	-1	0.4%	-6%
CCN1CCN(CCn2c(=S)[nH]c3cc4c(cc3c2=O)OCO4)CC1	-4%	2%	0	-4%	-8%	-11%	7	0.1%	-9%
Cc1ccc(-n2ncc3c(=O)n(CC(=O)NCc4ccco4)cnc32)cc1C	-3%	-2%	-13	-1%	0%	4%	-2	-2.1%	-22%
Cc1cccc(-n2c(C)cc(/C=C3/C(=N)N4C(c5ccccc5)=CSC4=NC3=O)c2C)c1	-4%	4%	-10	-4%	4%	-6%	4	0.9%	-2%
CNC(=O)Cn1c(C)cc(=O)c2cccc(C)c21	-2%	20%	-12	-15%	-26%	-4%[57.1 µM]	1	0.4%	0%
COc1ccc(N2C(=O)CC(NCc3ccc(F)cc3)C2=O)cc1 (stereo not drawn)	-3%	3%	-5	-4%	-14%	-2%	-8	2.5%	1%
CC(OC(=O)CCc1ccccc1)C(=O)Nc1ncc(Cl)cc1Cl (stereo not drawn)	-6%	7%	-12	3%	-23%	-3%	-6	2.5%	-2%
CCOc1ccccc1CN1CCC(Oc2ccc(C(=O)NCc3ccccn3)cc2)CC1	-2%	1%	0	4%	-27%	7%	0	2.4%	4%
CC(=O)Nc1ccc(CN2CCN(CC(C)C)C(CCO)C2)cc1 (stereo not drawn)	4%	-2%	-1	-1%	-4%	4%[57.1 µM]	3	-0.2%	-3%
Cc1cccnc1C(NC(=O)C1CCN(CCCOc2ccccc2)CC1)c1ccc(F)cc1 (stereo not drawn)	-3%	.	-2	.	.	.	2	.	1%
CCc1ccc(C2c3c(oc4cc(C)c(C)cc4c3=O)C(=O)N2c2nc(C)c(C(=O)OC)s2)cc1 (stereo not drawn)	-1%	10%	-1	0%	-24%	6%	-1	0.2%	-2%

Screens from PubChem.

This is a subset; rates above refer to the full screens.
